PRC2 inh – EZH2/PRC2 methyltransferase inhibitors, primary screen, biochemical, DELFIA time-resolved fluorescence, single point; PRC2 H3K27 methylation, DELFIA TRF, 1 h; inhibition, % at 12.5 µM; Histone-lysine N-methyltransferase EZH2 (Homo sapiens), Q15910; hit rate 0.35% among 57,000;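 active = mean inhibition of replicates at least 50% and every single replicate also reaching 50%; inconclusive = mean inhibition at least 50% but some replicate falls below 50%; inactive = mean inhibition under 50%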;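 also: dimethyl H3K27 on biotinylated H3 21-44 peptide detected by antibody; plate controls were median neutral control wells for no effect and median positive control wells for full effect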
Target sequence (Q15910 whole entry, looked up): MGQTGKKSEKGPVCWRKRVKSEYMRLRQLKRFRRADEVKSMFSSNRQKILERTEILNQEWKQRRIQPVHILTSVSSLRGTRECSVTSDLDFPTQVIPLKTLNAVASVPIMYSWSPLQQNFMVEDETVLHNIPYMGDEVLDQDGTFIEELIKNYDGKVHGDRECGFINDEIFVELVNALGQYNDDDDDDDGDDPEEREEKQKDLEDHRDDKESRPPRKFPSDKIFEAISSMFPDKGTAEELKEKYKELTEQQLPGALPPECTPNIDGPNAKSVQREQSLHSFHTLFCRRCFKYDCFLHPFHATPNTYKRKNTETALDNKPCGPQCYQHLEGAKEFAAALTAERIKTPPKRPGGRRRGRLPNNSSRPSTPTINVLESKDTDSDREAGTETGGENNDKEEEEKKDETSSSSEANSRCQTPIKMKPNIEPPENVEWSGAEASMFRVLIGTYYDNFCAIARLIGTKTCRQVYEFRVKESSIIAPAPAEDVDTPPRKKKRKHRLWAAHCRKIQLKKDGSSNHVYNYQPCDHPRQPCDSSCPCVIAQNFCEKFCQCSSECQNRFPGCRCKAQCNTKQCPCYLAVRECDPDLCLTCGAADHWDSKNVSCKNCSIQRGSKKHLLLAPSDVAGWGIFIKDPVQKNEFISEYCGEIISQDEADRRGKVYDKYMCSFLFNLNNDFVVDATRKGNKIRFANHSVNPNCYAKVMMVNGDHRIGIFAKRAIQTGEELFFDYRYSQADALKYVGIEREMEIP
IDH1 mut inh – inhibitors of IDH1 R132H reductase, primary screen, biochemical, plate reader, single point | inhibition, % at 10 µM | Isocitrate dehydrogenase [NADP] cytoplasmic (Homo sapiens), O75874 | hit rate 0.18% among 70,000 | diaphorase/resazurin fluorescence, 60 min; in the data active = inhibition above about 34%; inconclusive = no clear call, values can overlap the other calls; inactive = below about 11%;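 also: 0% = DMSO and 100% = no enzyme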
Active calls of the source: *; ? = inconclusive; nt = not tested or not shown. These rows are one share of the data. The share of hits here may be higher or lower than overall.

Sample of the layout (five entries):
SMILES	PRC2 inh	IDH1 mut inh
C[C@H](CO)N1C[C@H](C)[C@H](CN(C)Cc2cccnc2)Oc2cc(-c3ccncc3)ccc2S1(=O)=O	4	26
COc1ccccc1-c1ccc2c(c1)O[C@H](CN(C)C(=O)Nc1ccccc1)[C@@H](C)CN([C@@H](C)CO)S2(=O)=O	-1	0.1
C[C@@H]1CN([C@H](C)CO)C(=O)c2cc(NC(=O)C3CCCCC3)ccc2O[C@@H](C)CCCCO[C@H]1CN(C)C(=O)CCC(F)(F)F	nt	0.4
COc1cccc(C(=O)Nc2ccc3c(c2)C(=O)N(C)C[C@H](OC)[C@H](C)CN(C(C)=O)[C@H](C)CO3)c1	-1	-0.3
C[C@H](CO)N1C[C@H](C)[C@@H](CN(C)Cc2ccc(C(F)(F)F)cc2)Oc2ccc(NC(=O)NC3CCCCC3)cc2CC1=O	nt	2.4

The listing, from the first entry:
SMILES	PRC2 inh	IDH1 mut inh
C[C@H](CO)N1C[C@H](C)[C@H](CN(C)Cc2cccnc2)Oc2cc(-c3ccncc3)ccc2S1(=O)=O	4	26
COc1ccccc1-c1ccc2c(c1)O[C@H](CN(C)C(=O)Nc1ccccc1)[C@@H](C)CN([C@@H](C)CO)S2(=O)=O	-1	0.1
C[C@@H]1CN([C@H](C)CO)C(=O)c2cc(NC(=O)C3CCCCC3)ccc2O[C@@H](C)CCCCO[C@H]1CN(C)C(=O)CCC(F)(F)F	nt	0.4
COc1cccc(C(=O)Nc2ccc3c(c2)C(=O)N(C)C[C@H](OC)[C@H](C)CN(C(C)=O)[C@H](C)CO3)c1	-1	-0.3
C[C@H](CO)N1C[C@H](C)[C@@H](CN(C)Cc2ccc(C(F)(F)F)cc2)Oc2ccc(NC(=O)NC3CCCCC3)cc2CC1=O	nt	2.4
C[C@@H]1CN([C@H](C)CO)C(=O)Cc2cc(NS(=O)(=O)c3ccccc3)ccc2O[C@H]1CN(C)Cc1ccc(-c2ccccc2)cc1	nt	1.6
Cc1ccc(S(=O)(=O)N(CC(=O)O)c2ccc(Br)cc2)cc1	-11	1.1
C[C@H]1CN([C@@H](C)CO)C(=O)c2cc(C#CC3(O)CCCC3)cnc2O[C@@H]1CN(C)S(C)(=O)=O	-16	0.1
COc1ccc(NC(=O)CN(c2ccc(Br)c(C)c2)S(C)(=O)=O)cc1OC	-11	1.2
CO[C@@H]1CN(C)C(=O)c2cc(NS(=O)(=O)CC(F)(F)F)ccc2OC[C@H](C)N(C(=O)c2ccc3c(c2)OCO3)C[C@@H]1C	11	0.2
COc1cccc(CNC(=O)c2cc3c(c(-c4cccc(-c5cccc(C#N)c5)c4)n2)[C@@H](CCO)N([S@](=O)C(C)(C)C)C3)c1	-5	0.1
C[C@H]1CN([C@@H](C)CO)C(=O)Cc2cc(NC(=O)Nc3ccc(F)cc3)ccc2O[C@@H]1CN(C)S(=O)(=O)c1cn(C)cn1	nt	-1.5
C[C@H]1CN([C@@H](C)CO)C(=O)Cc2cc(NS(=O)(=O)c3cccs3)ccc2O[C@H]1CN(C)Cc1ccc(Cl)c(Cl)c1	nt	0.1
C[C@@H]1CN([C@H](C)CO)C(=O)Cc2cc(NC(=O)Cn3cnnn3)ccc2O[C@@H]1CN(C)Cc1ccc(Cl)c(Cl)c1	nt	-0.3
COCC(=O)Nc1ccc2c(c1)[C@@H]1C[C@H](CC(=O)NCc3ccc(-c4ccccc4)cc3)O[C@@H](CO)[C@@H]1O2	-18	0.0
C[C@@H]1CN([C@@H](C)CO)S(=O)(=O)c2ccc(C3=CCCC3)cc2O[C@H]1CN(C)Cc1cccc(C(=O)O)c1	nt	17
C[C@@H]1CN([C@@H](C)CO)C(=O)c2cc(-c3ccc(C#N)cc3)cnc2O[C@@H]1CN(C)Cc1ccccn1	-4	1.0
COCC(=O)N[C@@H]1CC[C@H](CC(=O)NCc2ccc(Cl)cc2)O[C@H]1CO	0	0.6
C[C@H]1CN([C@@H](C)CO)C(=O)Cc2cc(NC(=O)CCCN(C)C)ccc2O[C@@H]1CN(C)Cc1ccc(Oc2ccccc2)cc1	-14	3.7
C=CCOc1ccccc1/C=N/NC(=O)CCCCCCC(=O)OC	17	-0.7
COc1cc(OC)c(OC)cc1CN1CCN(Cc2ccccn2)CC1	11	0.2
CC(C)C#Cc1cnc2c(c1)C(=O)N([C@@H](C)CO)C[C@@H](C)[C@@H](CN(C)C(=O)CN1CCOCC1)O2	9	nt
COc1cccc(-c2ccc3c(c2)O[C@H](CN(C)C(=O)C2CCC2)[C@@H](C)CN([C@H](C)CO)S3(=O)=O)c1	-11	nt
COc1cccc(CNC(=O)c2cc3c(c(-c4cccc(-c5ccc(C#N)cc5)c4)n2)[C@H](CCO)N([S@@](=O)C(C)(C)C)C3)c1	-5	0.1
C[C@H]1CN([C@@H](C)CO)C(=O)c2cccc(NC(=O)Nc3ccc(C(F)(F)F)cc3)c2O[C@@H]1CN(C)S(=O)(=O)c1ccc(Cl)cc1	nt	1.8
C[C@@H]1CN([C@@H](C)CO)S(=O)(=O)c2ccc(-c3ccccc3)cc2O[C@H]1CN(C)C(=O)CN(C)C	-11	6.3
C[C@@H]1CN([C@@H](C)CO)C(=O)c2cccc(N(C)C)c2O[C@H]1CN(C)Cc1ccccc1	9	2.1
C[C@@H]1CN([C@H](C)CO)C(=O)CCCn2nncc2CO[C@H]1CN(C)Cc1ccc(C(=O)O)cc1	nt	0.4
C[C@H]1CN([C@@H](C)CO)S(=O)(=O)c2ccc(-c3ccncc3)cc2O[C@@H]1CN(C)Cc1ccc(Oc2ccccc2)cc1	nt	0.1
Cc1noc(C)c1NC(=O)Nc1ccc2c(c1)CC(=O)N([C@@H](C)CO)C[C@H](C)[C@@H](CN(C)Cc1ccc3c(c1)OCO3)O2	-5	0.1
C[C@@H]1CN([C@@H](C)CO)C(=O)c2cc(NC(=O)NC3CCCCC3)ccc2O[C@@H]1CN(C)Cc1ccc(C(=O)Nc2ccccc2N)cc1	-1	nt
O=C(CCCCCCC(=O)N/N=C/c1nccs1)NO	10	-0.1
O=C1OC[C@@H](c2ccccc2)n2cc(/C=C/c3ccccc3)cc21	13	nt
COc1cc2c(cc1OC)CN(C(=O)[C@H]1[C@@H]3C(=O)O[C@@H](c4ccccc4)[C@@H](c4ccccc4)N3[C@@H](c3ccc(O)cc3)[C@]13C(=O)Nc1ccc(C#CC4=CCCCC4)cc13)CC2	-2	nt
COc1cc(OC)c2c(c1O)OC(c1ccccc1)CC2=O (stereo unspecified)	72*	-0.9
CO[C@@H](CN(C)C(=O)c1ccccc1F)[C@H](C)CN([C@@H](C)CO)S(=O)(=O)c1ccc(Cl)cc1	-4	-0.4
CO[C@H]1CN(C)C(=O)c2cc(NC(=O)C3CC3)ccc2OC[C@H](C)N(CCC(F)(F)F)C[C@H]1C	5	0.2
CO[C@@H]1CN(C)C(=O)c2cc(NC(=O)Nc3cccc(F)c3)ccc2OC[C@H](C)N(C(C)=O)C[C@H]1C	1	0.1
Cc1noc(C)c1NC(=O)N(C)C[C@@H]1Oc2ccc(NC(=O)C3CCCCC3)cc2C(=O)N([C@@H](C)CO)C[C@@H]1C	nt	0.1
CCCN1C[C@@H](C)[C@H](OC)CN(C)C(=O)c2cc(NC(=O)Nc3cccc(OC)c3)ccc2OC[C@H]1C	5	0.1
O=C(Nc1ccccc1F)N[C@@H]1CC[C@H](CCNS(=O)(=O)c2ccc(Cl)cc2)O[C@@H]1CO	12	0.0
C[C@@H]1CN([C@H](C)CO)C(=O)c2cccc(NC(=O)C3CCOCC3)c2O[C@@H]1CN(C)Cc1ccc(Oc2ccccc2)cc1	-7	0.4
C[C@@H]1CN([C@@H](C)CO)C(=O)CCCn2cc(nn2)CO[C@@H]1CN(C)C(=O)c1ccc(N2CCN(C)CC2)cc1	-1	0.9
Cc1cc(C(=O)Nc2cccc3c2O[C@@H](CN(C)Cc2ccc(C(=O)O)cc2)[C@@H](C)CN([C@@H](C)CO)C3=O)n(C)n1	nt	-1.1
CC(C)NC(=O)NCC[C@@H]1CC[C@H](NC(=O)Nc2ccccc2)[C@H](CO)O1	1	0.6
CCCC#Cc1ccc2c(c1)O[C@@H](CN(C)C(=O)c1cnccn1)[C@@H](C)CN([C@@H](C)CO)S2(=O)=O	nt	-0.1
COCCNC(=O)C[C@@H]1C[C@@H]2c3cc(NC(=O)COC)ccc3O[C@@H]2[C@@H](CO)O1	16	-0.5
Cc1cccc(-n2c(N)cc(=O)nc2SCC(=O)Nc2ccccc2C#N)c1	-7	-0.2
C/C=C(\C)CC(/C=C(\C)C(O)C(C)/C=C(\C)C(O)C(C)/C=C/C(O)C/C=C/C(O)C(O)C(=O)O)C(=O)O (stereo unspecified)	33	0.2
NC(=O)COc1ccc(/C=N/NC(=O)c2ccccc2O)cc1	3	0.1
COc1ccc(S(=O)(=O)N(C)C[C@H]2Oc3ccc(NC(=O)CCCCCC(=O)Nc4ccccc4N)cc3C(=O)N([C@@H](C)CO)C[C@@H]2C)cc1	-9	-0.1
COC(=O)c1ccc(C(=O)OC)c(NC(=O)CN2C(=O)c3cccc4cccc2c34)c1	7	-0.2
COc1ccc(NC(=O)Nc2ccc3c(c2)C(=O)N([C@@H](C)CO)C[C@@H](C)[C@@H](CN(C)S(=O)(=O)c2cn(C)cn2)O3)cc1	nt	-3.1
COCCCNC(=O)[C@@]1(Cc2ccccc2CN=[N+]=[N-])COC(c2ccc(OCCCO)cc2)=N1	18	nt
N#Cc1ccc(-c2cccs2)nc1SCC(=O)Nc1sc2c(c1C#N)CCCC2	5	0.1
C[C@H]1CCCCO[C@@H](CN(C)S(=O)(=O)c2cccs2)[C@@H](C)CN([C@@H](C)CO)C(=O)c2cc(NC(=O)Nc3ccc(C(F)(F)F)cc3)ccc2O1	nt	0.7
Cc1noc(C)c1S(=O)(=O)Nc1ccc2c(c1)CC(=O)N([C@H](C)CO)C[C@H](C)[C@@H](CN(C)S(=O)(=O)c1c(C)noc1C)O2	nt	0.0
C[C@@H]1CN([C@@H](C)CO)C(=O)c2cc(NC(=O)CCC(F)(F)F)ccc2O[C@H]1CN(C)S(=O)(=O)c1ccccc1	14	0.2
C[C@@H]1CN([C@@H](C)CO)C(=O)c2cc(C3=CCCCC3)cnc2O[C@H]1CN(C)C(=O)Cc1cccnc1	1	?
CC1(C)C(=O)[C@@H]2C[C@@]3(O)C4=CC(=O)O[C@@H](c5ccoc5)[C@]4(C)CCC3[C@@](C)(C2=O)[C@H]1CC(=O)O (stereo partly specified)	nt	0.1

The list continues.
SMILES	PRC2 inh	IDH1 mut inh
Cc1noc(C)c1NC(=O)Nc1ccc2c(c1)C(=O)N([C@H](C)CO)C[C@@H](C)[C@@H](CN(C)C)O2	nt	5.3
CC(C)c1cn(CC[C@@H]2CC[C@@H](NC(=O)C3CCCC3)[C@@H](CO)O2)nn1	8	0.2
C[C@@H]1CCCCO[C@H](CN(C)S(=O)(=O)c2ccc(F)cc2)[C@@H](C)CN([C@@H](C)CO)C(=O)c2cc(NS(C)(=O)=O)ccc2O1	nt	2.2
CC(C)NC(=O)NCC[C@H]1CC[C@H](NC(=O)CCN2CCCCC2)[C@@H](CO)O1	-3	0.2
O=C(C[C@@H]1C=C[C@H](NC(=O)Nc2cccc(F)c2)[C@H](CO)O1)NCC1CC1	-7	0.0
Cc1noc(C)c1NC(=O)Nc1ccc2c(c1)C(=O)N([C@@H](C)CO)C[C@@H](C)[C@H](CN(C)Cc1ccc(C(=O)Nc3ccccc3N)cc1)O2	8	-0.3
O=C(C[C@H]1CC[C@@H](NC(=O)Nc2ccc(C(F)(F)F)cc2)[C@H](CO)O1)NCc1ccccn1	2	0.1
CCCC#Cc1ccc2c(c1)O[C@H](CN(C)S(C)(=O)=O)[C@H](C)CN([C@H](C)CO)S2(=O)=O	-12	0.0
CO[C@@H]1CN(C)C(=O)c2cc(NC(=O)C3CCCCC3)ccc2OC[C@H](C)NC[C@@H]1C	7	-0.1
COc1ccc(NC(=O)Nc2ccc3c(c2)C(=O)N([C@@H](C)CO)C[C@H](C)[C@@H](CN(C)C(=O)NC(C)C)O3)cc1	-6	nt
COc1ccc(NC(=O)Nc2ccc3c(c2)C(=O)N([C@H](C)CO)C[C@H](C)[C@H](CN(C)S(=O)(=O)c2ccc(C)cc2)O3)cc1	nt	0.2
O=C(C[C@H]1CC[C@H](NC(=O)C2CCC2)[C@@H](CO)O1)NCc1ccncc1	-11	0.4
C[C@@H]1CN([C@H](C)CO)S(=O)(=O)c2ccc(-c3cccc(C(=O)N(C)C)c3)cc2O[C@H]1CN(C)Cc1ccc2c(c1)OCO2	-1	0.1
COc1ccc(NC(=O)Nc2ccc3c(c2)C(=O)N([C@H](C)CO)C[C@H](C)[C@@H](CN(C)Cc2ccc(C(F)(F)F)cc2)OCCCC[C@@H](C)O3)cc1	nt	1.4
Cc1noc(C)c1S(=O)(=O)Nc1ccc2c(c1)C(=O)N([C@H](C)CO)C[C@@H](C)[C@H](CN(C)CC1CC1)O2	2	nt
CCCNC(=O)Nc1ccc2c(c1)C(=O)N(C)C[C@H](OC)[C@H](C)CN(CC1CCCC1)[C@H](C)CO2	-2	-0.5

Profiles as entered above. Order of screens: PRC2 inh | IDH1 mut inh
`CO[C@@H]1CN(C)C(=O)c2cc(NC(=O)C3CCCCC3)ccc2OC[C@H](C)NC[C@@H]1C` as listed: 7 | -0.1
`CCCNC(=O)Nc1ccc2c(c1)C(=O)N(C)C[C@H](OC)[C@H](C)CN(CC1CCCC1)[C@H](C)CO2` as listed: -2 | -0.5
`O=C(C[C@@H]1C=C[C@H](NC(=O)Nc2cccc(F)c2)[C@H](CO)O1)NCC1CC1` as listed: -7 | 0.0

Compound activity as filed in PubChem BioAssay.
